aGlu spleen mod: lysosomal alpha-glucosidase (human) modulation; Potency, µM (doses to about 79.9 µM), inactives show at the highest dose activity change, negative = inhibition, actives largely listed as inhibitors; 0.006% of 240,000 active; human spleen homogenate, 4-MU-alpha-glucoside fluorescence; P10253;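 also: 0% = enzyme with vehicle and -100% = no enzyme basal signal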
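Human spleen homogenate (1 ug) incubated with compounds and 1 mM 4-methylumbelliferyl-alpha-D-glucopyranoside in pH 5.0 citrate/phosphate buffer, 37 C, 40 min. Stopped at pH 10; 4-MU fluorescence (Ex 365/Em 440 nm); AC50 by Hill fit.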
GAA glycogen: GAA glycogen-cleavage inhibition or activation. 0.38% of 300,000 active. Potency, µM (titrated, usually from 76.4 µM), for the others: top-dose activity change, negative = inhibition, hits mostly inhibitors. recombinant GAA, glycogen substrate, Amplex Red glucose oxidase fluorescence. P10253;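 also: 0% = full enzyme reaction and -100% = no-enzyme basal signal; the screen sought inhibitors and activators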
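qHTS, 1536-well; enzyme 4 nM final; cpd up to 77 uM; substrate bovine liver glycogen 30 ug; 50 mM citrate/phosphate pH 5.0, 0.01% Tween-20; 37 C, 40 min; Amplex Red detection 45 min RT; Hill fit → AC50.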
ALDH1A1 inh: inhibitors of human aldehyde dehydrogenase 1A1 | P00352 | Purified ALDH1A1, NADH fluorescence, propionaldehyde substrate | Potency, µM (titrated, usually from 75.3 µM), for the others: top-dose activity, negative = inhibition, usual class: inhibitors | 7.3% of 220,000 active; active = well fitted inhibition curve with a large enough effect, not every such curve was filed as active; inconclusive = small, poorly fitted or top-dose-only effect, or another doubt; inactive = no such curve, though single readings can be large or run the other way;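 also: plate controls were no enzyme wells and a reference inhibitor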
GLA spleen mod: inhibitors or activators of human alpha-galactosidase in spleen homogenate; AID 2107; 0.008% of 240,000 active; human spleen homogenate, 4MU-alpha-Gal fluorescence, 40 min; P06280; Potency, µM (doses to about 80 µM), for the others: top-dose activity change, negative = inhibition, most hits filed as inhibitors;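 also: 0% = enzyme with vehicle and -100% = no enzyme basal signal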
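Human spleen homogenate (1 ug) as enzyme source, 4-methylumbelliferyl-alpha-D-galactopyranoside 1 mM final, citrate/phosphate pH 5.0 with 0.01% Tween-20. Compounds 40 min at 37C, NaOH/glycine stop; fluorescence Ex 365/Em 440, Hill-fit AC50.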
GoLoco inh red: blocks human Gai1 binding to RGS12 GoLoco peptide, red readout. P63096. Gai1:RGS12 GoLoco peptide FP, rhodamine, 10 min. Potency, µM (series often up to 61.6 µM), without a hit: top-dose activity, negative = inhibition, actives largely listed as inhibitors. 0.44% of 230,000 active. AID 880; active = well fitted inhibition curve with a large enough effect, not every such curve was filed as active; inactive = no such curve, though single readings can be large or run the other way; also: % is scaled to controls: 0 for no effect and ±100 for the full control effect; nearly all actives have a fitted effect of over 30% in size; many of its hits are not listed in these tables
Target sequence (P63096 whole entry, looked up): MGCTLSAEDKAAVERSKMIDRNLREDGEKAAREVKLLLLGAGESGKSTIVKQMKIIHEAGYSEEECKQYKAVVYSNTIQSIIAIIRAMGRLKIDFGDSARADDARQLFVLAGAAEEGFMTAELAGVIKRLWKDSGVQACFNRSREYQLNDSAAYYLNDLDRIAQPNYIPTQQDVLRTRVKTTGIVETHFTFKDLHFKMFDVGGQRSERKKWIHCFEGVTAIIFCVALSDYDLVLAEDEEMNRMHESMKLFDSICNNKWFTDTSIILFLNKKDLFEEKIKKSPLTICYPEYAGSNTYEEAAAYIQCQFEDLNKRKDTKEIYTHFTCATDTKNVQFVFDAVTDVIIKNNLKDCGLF
JMJD2E inh: blocks human JMJD2E demethylase activity; JMJD2E catalytic domain, FDH-coupled NADH fluorescence (FDH is formaldehyde dehydrogenase); B2RXH2; Potency, µM (doses to about 57.1 µM), for the others: at the top dose activity change, negative = inhibition, actives largely listed as inhibitors; 1.6% of 230,000 active; active = well fitted inhibition curve with a large enough effect, not every such curve was filed as active; inconclusive = small, poorly fitted or top-dose-only effect, or another doubt; inactive = no such curve, though single readings can be large or run the other way;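 also: 0% = wells with enzyme and -100% = buffer wells without enzyme; nearly all actives have a fitted effect of over 50% in size; many of its hits are not listed in these tables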
Target sequence (B2RXH2 1-337 limits assumed): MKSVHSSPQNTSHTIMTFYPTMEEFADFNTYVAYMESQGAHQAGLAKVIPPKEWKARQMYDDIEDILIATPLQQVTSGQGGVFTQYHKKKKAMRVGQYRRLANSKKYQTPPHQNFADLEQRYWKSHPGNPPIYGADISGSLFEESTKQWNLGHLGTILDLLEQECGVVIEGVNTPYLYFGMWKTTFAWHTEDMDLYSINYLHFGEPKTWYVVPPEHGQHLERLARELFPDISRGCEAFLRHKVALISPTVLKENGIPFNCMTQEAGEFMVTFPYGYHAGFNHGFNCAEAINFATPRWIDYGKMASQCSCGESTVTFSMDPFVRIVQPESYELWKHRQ
GAA inh: blocks human lysosomal alpha-glucosidase | P10253 | purified human GAA, 4-MU-alpha-glucoside fluorescence | Potency, µM (titrated, usually from 76.9 µM), for inactives: at the highest dose activity change, negative = inhibition, hits mostly inhibitors | 0.005% of 200,000 active | AID 1466;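 also: plate controls were uninhibited enzyme wells for no effect and no-enzyme background for full effect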
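qHTS format, compound range up to 77 uM. Human lysosomal enzyme at 4 nM, 400 uM 4-MU glucoside substrate, pH 5.0, 20 min room temperature; fluorescence after alkaline stop gives activity normalized to controls.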
SMN2 splice up: increases expression of the SMN2 splice variant; 2.8% of 210,000 active; HEK293 SMN2-luciferase splicing reporter, luminescence, 30-36 h; AID 1458; Potency, µM (doses to about 46.1 µM), inactives show top-dose activity change, positive = activation, actives largely listed as activators; also: % of control where 0% means no effect; nearly all actives have a fitted effect of over 55% in size
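qHTS luciferase splicing reporter: luminescence rises when SMN2 exon 7 is included in transfected HEK293 cells. Compound exposure lasted 30-36 h at 37C, with 4.5 mM final sodium butyrate as control, followed by a ONE-Glo read.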
The depositor's hits bear a star; ? = inconclusive; · = no result given; & = joins results of further samples; [ ] = remark or other dose. Unless noted, calls follow the shape of the dose curve; as a rule, active = well fitted curve in the direction sought with a large enough effect; inconclusive = small, poorly fitted or top-dose-only effect, or another doubt; inactive = no such curve, though single readings can be large; an effect the other way counts as inactive or inconclusive. Potency is read from the fitted curve at half-maximal effect. These rows are one share of the data; the hit share may differ from the screen's.

The first 2 entries, to show the layout:
compound	JMJD2E inh	GAA glycogen	SMN2 splice up	GAA inh	GoLoco inh red	aGlu spleen mod	GLA spleen mod	ALDH1A1 inh
Cc1ccc(N2CCN(c3ccc(NCc4nc5ccccc5n4C)cc3)CC2)cc1	?	?	-25%	-4%	6%	10%	9%	?
COc1ccc(Nc2nnc(C)c3ccccc23)cc1C(N)=O	2%	4%	-3%	-1%	10%	1%	2%	3%

The listing, repeating the preview:
compound	JMJD2E inh	GAA glycogen	SMN2 splice up	GAA inh	GoLoco inh red	aGlu spleen mod	GLA spleen mod	ALDH1A1 inh
Cc1ccc(N2CCN(c3ccc(NCc4nc5ccccc5n4C)cc3)CC2)cc1	?	?	-25%	-4%	6%	10%	9%	?
COc1ccc(Nc2nnc(C)c3ccccc23)cc1C(N)=O	2%	4%	-3%	-1%	10%	1%	2%	3%
COc1cc(/C=C2\C(=O)NN(c3ccccc3)C2=O)cc([N+](=O)[O-])c1O	-15%	?	3%	-1%	-17%	-3%	2%	?
O=C(O)C(O)c1ccccc1 (stereo unspecified)	-2%	3%	·	-6%[15.4 µM]	-1%&11%	0%&-3%&5%	0%&4%&6%	·
Cc1nn(-c2cc(Cl)ccc2Cl)c(C)c1C(=O)O	-26%	0%	21%	4%	-15%	4%	5%	6%
N#Cc1c(NC(=O)c2ccc(-c3ccccc3[N+](=O)[O-])o2)sc2c1CCCC2	11%	-4%	-30%	2%	-1%	-3%	4%	?
O=C(Nc1ccc(S(=O)(=O)N2CCOCC2)cc1)C1COc2ccccc2O1 (stereo unspecified)	-1%	-8%	5%	-13%	-3%	3%	6%	1%
CCc1ccc(OCC(=O)NNC(=O)CSc2nnc(-c3ccc(C)cc3)n2C)cc1	-8%	-1%	10%	5%	3%	-2%	5%	-9%
CN1OC(COC(=O)c2ccc(Cl)cc2)CC1c1ccccc1 (stereo unspecified)	5%	-1%	-10%	0%	8%	2%	0%	2%
CCCCc1ccc(S(N)(=O)=O)cc1	0%	5%	-20%	-12%	9%	-3%	-1%	-5%
NC(=O)c1ccccc1NC(=O)c1ccccc1Cl	-6%	-2%	·	·	-3%	-10%	0%	·
CS(=O)(=O)N(CC(=O)Nc1ccc(S(=O)(=O)N2CCCC2)cc1)c1ccccc1	-20%	0%	-15%	?	12%	-1%	2%	-5%
CCOC(=O)COc1ccc(C(=O)Nc2cccc(Cl)c2C)cc1	-6%	-13%	-2%	-5%	9%	-1%	7%	2%
CC(C)(C)c1nc(SCC(=O)Nc2ccc3c(c2)OCCO3)c2ccccc2n1	0%	-4%	-25%	-4%	7%	-10%	2%	-3%
Cc1cc(NC(=O)CSc2nnc(-c3ccncc3)n2C)n(-c2ccccc2)n1	4%	6%	·	·	-8%	6%	5%	·
COc1ccc(NC(=O)c2cc(-c3ccc(C)o3)nc3ccccc23)cc1OC	?	-1%	-23%	-13%	-1%	-16%	10%	?
Cc1cc2[nH]ncc2cc1NC(N)=S	-13%	-12%	-5%	5%	5%	2%	-3%	-13%
CCCNC(=O)NC(=O)CSc1nnc(-c2ccncc2)n1CC	?	13%	-4%	-1%	-8%	-5%	1%	-5%
Cc1cc(N)ccc1N1CCCC1	-28%	?	-30%	-3%	14µM*	-1%	5%	25µM*
O=C(Cc1csc(N2CCOCC2)n1)N/N=C/c1ccc(Cl)cc1Cl	5%	-4%	-9%	?	9%	-4%	5%	7%
Cc1ccc2nc(-c3cccnc3)cc(C(=O)Nc3ccc(F)cc3C)c2c1	-3%	17%	8%	11%	-4%	-4%	-2%	9%
O=C(NCCSc1ccccc1)c1ccc(Br)cc1	9%	1%	6.3µM*	-10%	-2%	-10%	-2%	-4%
COc1cccc(NCc2cc(=O)oc3cc(-c4ccccc4)c(O)cc23)c1	2%	5%	?	2%	-16%	-1%	-1%	14%
CCc1ccccc1NC(=S)N1CCNC(=O)C1CC(=O)OC (stereo unspecified)	1%	6%	-3%	-2%	2%	-7%	-6%	-1%
O=C(NCc1ccccn1)C(=O)N/N=C/c1ccc2c(c1)OCO2	2%	-17%	·	10%	8%	1%	5%	-8%
COCCNC(=O)c1cc2cc(Br)cc(Br)c2oc1=O	-9%	7%	12%	-11%	0%	2%	1%	?
O=S(=O)(c1ccc2oc3ccccc3c2c1)N1CCOCC1	5%	1%	-10%	0%	3%	-3%	-3%	-1%
O=C(C/C=N\OCc1ccc([N+](=O)[O-])cc1)Nc1ccc(F)cc1F	-1%	27%	-3%	2%	1%	-8%	-3%	-7%
COC(=O)c1[nH]c2cccc(OC)c2c1NC(=O)CCN1CCSCC1	·	4%	·	2%	7%	0%	-7%	?
O=C(CCc1ccccc1)Nc1nn[nH]n1	-5%	6%	5%	4%	-4%	-14%	28%	-3%
Fc1ccc(Nc2ncncc2-c2ccccc2C(F)(F)F)cc1	·	·	·	·	-26%	10%	-7%	?
O=C1CC(c2ccccc2)CC(=O)C1CS(=O)(=O)c1ccccc1 (stereo unspecified)	-15%	-3%	12%	4%	4%	14%	6%	11µM*
COc1ccc(Nc2ncnc3nc[nH]c23)cc1OC	0%	2%	?	-3%	6%	-9%	-1%	-2%
COc1cc(OC)nc(Oc2cc(/C=N/O)ccc2OC)n1	6%	-5%	·	-4%	-11%	0%	-6%	?
COc1cccc(CNc2ccc(S(N)(=O)=O)cc2)c1OC	2%	3%	-38%[inhibitor]	-7%	7%	-12%	-11%	3%
CC1CCN(c2ccc(C=O)o2)CC1	-7%	-4%	-9%	-10%	-9%	-10%	-15%	14µM*
COc1ccc(C2NCCc3c2[nH]c2ccccc32)cc1CN1CCc2cc(OC)c(OC)cc2C1C (stereo unspecified)	0%	-4%	·	·	17%	-1%	3%	·
O=C(NCc1ccccc1)c1ccc(CNc2c(N3CCCC3)c(=O)c2=O)cc1	-9%	15%	·	·	-12%	0%	-2%	·
O=C(c1ccccc1)c1ccc(N2CCOCC2)c(NC(=O)c2ccco2)c1	-1%	1%	-21%	-10%	-6%	0%	6%	32µM*
COc1ccccc1Nc1nc(NCCCN(C)C)nc(N)c1[N+](=O)[O-]	12%	-1%	·	·	8%	-5%	-4%	·
Nc1ccc2c(C(F)(F)F)cc(C(F)(F)F)nc2n1	?	-11%	-14%	?	2%	-6%	17%	?
Cc1ccc(/C=N/NC(=O)COc2ccccc2-c2ccccc2)cc1	-4%	-2%	?	3%	-1%	-3%	?	-4%
O=S(=O)(c1ccc(-c2ccccn2)s1)N1CCC2(CC1)OCCO2	3%	-1%	·	-9%	8%	-23%	6%	0%
CCNc1nc(SC(C)C(=O)Nc2ccccc2)nc(N2CCOCC2)n1 (stereo unspecified)	10%	3%	7%	0%	-7%	-3%	-3%	7%
Cc1cc(C)n2ncc(C(=O)NCc3cccnc3)c2n1	?	2%	21%	8%	-19%	-9%	1%	?
Nc1ccccc1S(=O)(=O)C(F)F	7%	2%	·	·	-6%	10%	24%	·
COc1ccc(C(=O)C2CCCN(C(=O)C3=CCCC3)C2)c(C)c1 (stereo unspecified)	-3%	20%	-21%	?	20%	-1%	-1%	?
CCOC(=O)C1(Cc2ccccc2)CCN(Cc2cnn(C(C)C)c2)CC1	1%	-2%	·	·	-6%	-6%	3%	1%
Cc1ccccc1C(=O)c1c[nH]c(C(=O)NCCc2ccccn2)c1	9%	5%	-11%	-9%	6%	-1%	-3%	22µM*
COc1cc(C(=O)Nc2ccc3c(c2)C(=O)N(CCC(=O)O)C3=O)cc(OC)c1OC	-3%	2%	-14%	7%	4%	1%	4%	-12%
CN(C1CCS(=O)(=O)C1)S(=O)(=O)c1ccccc1 (stereo unspecified)	0%	?	·	-3%	20%	-9%	-5%	-5%
O=C(O)c1cc(NCc2ccccc2)ccc1N1CCOCC1	?	?	-3%	1%	1%	-1%	4%	?
Cc1nn(C)cc1/C=N/NC(=O)c1ccco1	3%	5%	·	·	1%	0%	7%	·
COC(=O)c1ccc(N2C(=O)CC(N3CCOCC3)C2=O)cc1 (stereo unspecified)	0%	1%	4%	-3%	-1%	-22%	3%	28µM*
CC(=O)c1ccc(NC(=S)N(C)C2CCN(C)CC2)cc1	-4%	6%	-2%	8%	9%	-5%	-6%	13%
Cc1ccnc(NC(=O)c2ccc(Cl)cc2Cl)n1	-13%	-10%	·	10%	-22%	11%	1%	-11%
Cc1ccccc1NC(=O)Cn1cccc1	-1%	-8%	0%	-1%	0%	1%	3%	8%
Cc1ccc(CNCC(=O)Nc2ccc(C)cc2Br)cc1	4%	4%	12%	2%	9%	3%	4%	4%
Cc1ccc(/C=N/NC(=O)c2c[nH]c3ccccc23)s1	16%	1%	13µM*	2%	8%	5%	-8%	-4%
C1CCN=C(NC23CC4CC(CC(C4)C2)C3)CC1	-4%	-15%	-15%	-9%	2%	0%	8%	7%

Carrying on.
compound	JMJD2E inh	GAA glycogen	SMN2 splice up	GAA inh	GoLoco inh red	aGlu spleen mod	GLA spleen mod	ALDH1A1 inh
CN(C)c1ccc(O)c2c1C[C@@H]1C[C@H]3C(N(C)C)C(=O)C(C(N)=O)=C(O)[C@@]3(O)C(=O)C1=C2O (stereo partly specified)	?	·	-14%	·	-2%	0%	10%	-1%
O=C(N/N=C/c1ccc(F)cc1)c1cc(-c2ccc3c(c2)OCO3)n[nH]1	-8%	5%	·	·	6%	-1%	0%	·
COc1cccc(-n2c(=O)c3c(C)c(C(=O)N(C)C)sc3n(CC(=O)NCC3CCCO3)c2=O)c1 (stereo unspecified)	-4%	-15%	-42%[inhibitor]	-1%	1%	-6%	5%	10%
C/C(=N/NC(=O)CNC(=O)Cc1ccccc1)c1ccc(Cl)cc1	5%	5%	·	·	8%	-3%	-6%	·
COC(=O)C1=C(N)Oc2c(oc(CO)cc2=O)C1c1c(F)cccc1Cl (stereo unspecified)	4%	6%	-22%	?	24%	6%	8%	4%
CN(Cc1ccccc1)C(=O)COc1cc(=O)n(C)c2ccccc12	1%	7%	12%	1%	6%	-2%	-3%	11%

Screening results (PubChem)
